Screening data as filed in PubChem BioAssay.
JMJD2A Tudor: qHTS Assay for Inhibitors of JMJD2A-Tudor Domain | AlphaScreen JMJD2A-Tudor / H3K4me3 peptide binding | AID 504339, 2011 | Potency, µM (top dose mostly 114 µM), inactives show top-dose activity change, negative = inhibition, actives largely listed as inhibitors | 390,000 tested, 4.4% active; further: on the % scale 0 is the no-effect control and ±100 the full control effect; nearly all actives have a fitted effect of over 50% in size
BAZ2B inh: qHTS Assay for Inhibitors of BAZ2B; AlphaScreen BAZ2B-H3K14Ac peptide displacement; Potency, µM (top dose mostly 114 µM), for the others: at the highest dose activity change, negative = inhibition, usual class: inhibitors; 360,000 tested, 4.4% active; further: on the % scale 0 is the no-effect control and ±100 the full control effect; nearly all actives have a fitted effect of over 60% in size
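Multi-concentration screen (max 110 uM) measuring displacement of acetylated histone H3 peptide from BAZ2B by AlphaScreen, using 50 nM protein, 50 nM peptide and 10 ug/mL streptavidin donor plus Ni-chelate acceptor beads.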
POLH inh: qHTS for Inhibitors of Polymerase Eta. 390,000 tested, 1.2% active. recombinant Pol eta, fluorescent DNA replication assay. Potency, µM (series often up to 114 µM), inactives show top-dose activity change, negative = inhibition, actives largely listed as inhibitors. DNA polymerase eta (Homo sapiens), Q9Y253; further: on the % scale 0 is the no-effect control and ±100 the full control effect
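Fluorescent replication assay: 50 nM final substrate added after a 15 min room-temperature compound preincubation with 10 nM enzyme. Signal taken at 0 min and again at 10 min.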
G9a block: qHTS Assay for Inhibitors of Histone Lysine Methyltransferase G9a; Histone-lysine N-methyltransferase EHMT2 (Homo sapiens), Q96KQ7; G9a H3K9 monomethylation, AlphaScreen, 2 h; Potency, µM (titrated, usually from 102 µM), for the others: at the top dose activity, negative = inhibition, hits mostly inhibitors; 350,000 tested, 8.8% active; AID 504332, 2011; further: on the % scale 0 is the no-effect control and ±100 the full control effect; nearly all actives have a fitted effect of over 75% in size
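Readings reflect AlphaScreen signal from monomethyl-H3K9 antibody detection. HMT at 20 nM; substrate b-H3K9 500 nM; cofactor SAM 20 uM; 2 h RT reaction; compounds tested as titrations in qHTS with 15 min preincubation.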
APEX1 inh: qHTS Assay for Inhibitors of the Human Apurinic/apyrimidinic Endonuclease 1 (APE1); 350,000 tested, 0.35% active; DNA repair nuclease/redox regulator APEX1 (Homo sapiens), P27695; AID 2517, 2012; Potency, µM (series often up to 65.8 µM), inactives show top-dose activity change, negative = inhibition, hits mostly inhibitors; recombinant APE1, TAMRA/BHQ-2 abasic DNA cleavage fluorescence;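 further: plate controls were vehicle for no effect and reference inhibitor for full effect; nearly all actives have a fitted effect of over 55% in size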
Target sequence (P27695 whole entry, looked up): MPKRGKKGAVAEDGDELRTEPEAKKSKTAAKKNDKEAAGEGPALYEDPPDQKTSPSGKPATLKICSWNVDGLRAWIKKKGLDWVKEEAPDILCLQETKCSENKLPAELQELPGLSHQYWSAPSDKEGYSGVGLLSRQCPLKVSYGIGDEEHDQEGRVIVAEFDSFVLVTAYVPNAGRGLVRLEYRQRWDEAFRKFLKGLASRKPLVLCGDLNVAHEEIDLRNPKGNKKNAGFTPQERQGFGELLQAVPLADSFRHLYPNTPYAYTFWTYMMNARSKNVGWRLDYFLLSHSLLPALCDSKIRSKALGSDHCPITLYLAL
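0.75 nM APE1 + cpd, 15 min RT; start w/ 50 nM TAMRA/BHQ-2 THF-abasic dsDNA; kinetic fluor 525/598 nm ×3 reads @60 s; Δ(read3−read1); normalized to DMSO and NSC13755 control wells.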
BLM inh: qHTS Assay for Inhibitors of Bloom's syndrome helicase (BLM); RecQ-like DNA helicase BLM (Homo sapiens), P54132; recombinant BLM DNA unwinding, fluorescence dequenching; Potency, µM (top dose mostly 56.1 µM), for inactives: at the top dose activity change, negative = inhibition, hits mostly inhibitors; 350,000 tested, 0.2% active;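 further: plate controls were vehicle for no effect and no enzyme for full effect; nearly all actives have a fitted effect of over 35% in size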
Pol beta inh: qHTS Assay for Inhibitors of DNA Polymerase Beta | P06746 | Pol beta primer extension/strand displacement, fluorescence kinetic | Potency, µM (titrated, usually from 114 µM), for inactives: at the highest dose activity change, negative = inhibition, usual class: inhibitors | 340,000 tested, 1.3% active; further: on the % scale 0 is the no-effect control and ±100 the full control effect
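Homogeneous kinetic assay of primer extension and strand displacement by 10 nM Pol beta, preincubated 15 min at room temperature with compound before 50 nM substrate (final) was added. Read at 0 and 10 min; four-parameter Hill fit.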
POLK inh: qHTS for Inhibitors of Polymerase Kappa. purified Pol kappa, fluorescent DNA synthesis assay, 10 min. Potency, µM (highest dose often 107 µM), without a hit: at the top dose activity, negative = inhibition, actives largely listed as inhibitors. 400,000 tested, 0.53% active. DNA polymerase kappa (Homo sapiens), Q9UBT6; further: on the % scale 0 is the no-effect control and ±100 the full control effect
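Fluorescent qHTS in 1536-well format: enzyme (10 nM) and compound sat 15 min at room temperature before 50 nM substrate (final) was added. Signal taken at 0 and 10 min; no-enzyme buffer wells were negative controls.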
POLI inh: qHTS for Inhibitors of Polymerase Iota | DNA polymerase iota (Homo sapiens), Q9UNA4 | Pol iota fluorescent replication assay, 10 min | Potency, µM (highest dose often 115 µM), without a hit: at the highest dose activity, negative = inhibition, actives largely listed as inhibitors | 390,000 tested, 1% active
Target sequence (Q9UNA4 whole entry, looked up): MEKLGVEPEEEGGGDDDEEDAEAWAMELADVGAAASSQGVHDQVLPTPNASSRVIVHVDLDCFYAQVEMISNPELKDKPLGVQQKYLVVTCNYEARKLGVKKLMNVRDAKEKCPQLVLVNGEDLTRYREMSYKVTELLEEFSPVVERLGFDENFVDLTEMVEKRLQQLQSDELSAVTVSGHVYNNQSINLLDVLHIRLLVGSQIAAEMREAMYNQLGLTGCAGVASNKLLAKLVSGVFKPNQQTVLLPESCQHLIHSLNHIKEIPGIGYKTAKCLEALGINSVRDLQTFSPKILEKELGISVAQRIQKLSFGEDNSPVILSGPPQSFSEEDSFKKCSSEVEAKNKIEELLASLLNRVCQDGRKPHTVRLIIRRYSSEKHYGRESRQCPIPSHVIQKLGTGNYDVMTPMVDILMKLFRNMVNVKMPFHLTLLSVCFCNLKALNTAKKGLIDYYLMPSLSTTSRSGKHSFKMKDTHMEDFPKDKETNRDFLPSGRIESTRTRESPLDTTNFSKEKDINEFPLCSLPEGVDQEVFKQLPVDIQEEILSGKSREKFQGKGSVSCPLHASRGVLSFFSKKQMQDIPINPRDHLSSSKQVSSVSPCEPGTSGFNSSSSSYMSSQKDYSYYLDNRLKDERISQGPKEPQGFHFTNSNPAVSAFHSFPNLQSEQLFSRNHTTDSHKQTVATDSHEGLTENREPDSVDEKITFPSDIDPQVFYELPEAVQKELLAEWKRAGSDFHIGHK
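Fluorescent replication assay read twice, at 0 min and 10 min after adding 50 nM (final) substrate. Enzyme (10 nM) and compounds were first incubated 15 min at room temperature; enzyme-free buffer wells were negative controls.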
* hit, by the source's call; ? = inconclusive; . = not tested or not shown; [ ] = dose if it differs, or a comment. The call rests on the fitted dose curve; in most records, active means well fitted curve in the direction sought with a large enough effect; inconclusive means small, poorly fitted or top-dose-only effect, or another doubt; inactive means no such curve, though single readings can be large; an effect the other way counts as inactive or inconclusive. Potency means the concentration at half of the fitted maximal effect. The list is partial; count on the stated rates, not on these rows.

no.	Molecule	JMJD2A Tudor	BAZ2B inh	POLH inh	G9a block	APEX1 inh
1	Cc1ccc(C(=O)N2CCCC(CCC(=O)N3CCN(c4ccccn4)CC3)C2)cc1 (stereo not given)	-5%	22%[57.1 µM]	-9%	10%	76%[activator]
2	CCOC(=O)c1ccccc1NC(=O)c1cn(-c2ccc(C)c(C)c2)c(=O)c2ccccc12	-9%	-22%	-14%	-9%	0%
3	O=C(c1cnccn1)N1CCC[C@@]2(CCN(c3ccncc3)C2)C1	.	.	.	26%[12.7 µM]	3%
4	CC(=O)Nc1cccc(NC(=O)CSc2ccc3nnc(CCNC(=O)c4ccccc4)n3n2)c1	8%	.	-12%	?	0%
5	COc1cccc(-c2nc(CS(=O)(=O)CC(=O)NC3CCC(C)CC3)c(C)o2)c1 (stereo not given)	?	-11%	-16%	-10%	33%
6	COc1c2c(c3c(c1OC)c(=O)c1ccccc1n3C)OCO2	10%	.	-2%	.	.
7	CCOC(=O)C1CCN(C(=O)Cn2c(=O)cc(C)c3c(C)nn(C)c32)CC1	-12%	-12%	-8%	1%[59 µM]	.
8	Cc1cc(NS(=O)(=O)c2ccc(NC(=O)C(C)Oc3ccc4c(C)cc(=O)oc4c3)cc2)no1 (stereo not given)	-8%	-7%	?	-3%[12.7 µM]	-7%
9	COC(=O)C1=C(C)NC2=C(C(=O)CCC2)C1c1ccsc1 (stereo not given)	.	-5%	.	-2%[59 µM]	-1%
10	CC(C)(C)C(=O)NNC(=O)c1ccc(Oc2cc(Cl)cc(Cl)c2)o1	-9%	-17%	-14%	17%[59 µM]	-5%
11	CN(C)S(=O)(=O)N1CCN(S(=O)(=O)N2CCOCC2)CC1	-2%	-16%	-16%	-1%	8%
12	O=C(c1ccco1)N(c1ccccn1)c1ccccn1	2%	-3%	-9%	5%[2.33 µM]	1%

no.	BLM inh	Pol beta inh	POLK inh	POLI inh
1	1%	3%	15%	5%
2	-7%	21%	-7%	-12%
3	-5%	.	4%[60.1 µM]	.
4	3%	-21%	0%	9%
5	-2%	2%	-25%	11%
6	.	.	-5%	4%
7	3%	-19%	-5%	38%[activator]
8	3%	-8%	-7%	-10%
9	-1%	-1%	.	.
10	-1%	6%	-4%	193%[activator]
11	-3%	30%	-4%	95%[activator]
12	3%	26%	2%	0%

Limited to G9a block, BLM inh and POLH inh, for some of the entries so far:
nr | Molecule | G9a block | BLM inh | POLH inh
3 | O=C(c1cnccn1)N1CCC[C@@]2(CCN(c3ccncc3)C2)C1 | 26%[12.7 µM] | -5% | .
4 | CC(=O)Nc1cccc(NC(=O)CSc2ccc3nnc(CCNC(=O)c4ccccc4)n3n2)c1 | ? | 3% | -12%
5 | COc1cccc(-c2nc(CS(=O)(=O)CC(=O)NC3CCC(C)CC3)c(C)o2)c1 (stereo not given) | -10% | -2% | -16%
6 | COc1c2c(c3c(c1OC)c(=O)c1ccccc1n3C)OCO2 | . | . | -2%
7 | CCOC(=O)C1CCN(C(=O)Cn2c(=O)cc(C)c3c(C)nn(C)c32)CC1 | 1%[59 µM] | 3% | -8%

Following part
no.	Molecule	JMJD2A Tudor	BAZ2B inh	POLH inh	G9a block	APEX1 inh
13	CCN(C(=O)c1cc2c(Cl)nc3ccccc3c2s1)c1cccc(Cl)c1	-6%	-4%	-17%	-1%[59 µM]	.
14	Cc1ccc(C(=O)NCC(=O)N2CCN(c3ccccc3)CC2)cc1	-12%	-14%	-9%	26%[59 µM]	25%
15	COCCCNC(=O)C1CCC(=O)N(c2ccc3c(c2)OCO3)C1c1ccc(OC)cc1 (stereo not given)	-9%	5%	-20%	21%	23%
16	C/C(=C\c1ccco1)C1Nc2cccc3cccc(c23)N1	.	?	.	?	?
17	Nc1ncnc2c1ncn2[C@@H]1O[C@H](COP(=O)(O)O)[C@@H](O)[C@@H]1O	.	.	.	13%[21.5 µM]	-2%[21 µM]
18	Cc1ccc(Cn2nc(C)c3cc(C(=O)OCC(N)=O)sc32)cc1	4%	-12%	-10%	-2%[59 µM]	6%
19	CC1=C(C(=O)OC(C)C)C(c2cccs2)N2C(=O)C(C)SC2=N1 (stereo not given)	79µM*	2%	-9%	2%	1%
20	O=C(CN1CCN(Cc2ccccc2)CC1)N1CCCc2c1c(=O)oc1ccc(O)cc21	?	5%	-14%	17%[59 µM]	8%
21	CCOc1ccc(CCNC(=O)CCSCc2ccc(Cl)cc2)cc1OCC	-21%	-9%	8%	-2%[59 µM]	.
22	O=S(=O)(c1ccccc1F)N1CCN(c2nc3ccccc3s2)CC1	-4%	1%	-8%	.	19%
23	Cc1cc(C)c(NC(=O)Cc2ccc(-n3cccc3)cc2)c(C)c1	4%[57.1 µM]	-32%	?	-5%	-1%
24	O=C(NCC1(c2ccccc2)CCCC1)c1ccc(Br)o1	-11%	-2%	-20%	16%[59 µM]	0%

no.	BLM inh	Pol beta inh	POLK inh	POLI inh
13	-3%	15%	-12%	-4%
14	-8%	-21%	-8%	27%
15	-5%	21%	0%	39%[activator]
16	?	?	.	.
17	1%[21.4 µM]	.	-4%[12 µM]	.
18	-2%	-4%	-3%	11%
19	-3%	?	-6%	?
20	-3%	1%	-18%	9%
21	-7%	58%	-8%[60.1 µM]	-4%
22	-4%	20%	-2%	40%[activator]
23	-6%	?	-9%	-9%
24	-2%	13%	0%	-5%

Continued.
no.	Molecule	JMJD2A Tudor	BAZ2B inh	POLH inh	G9a block	APEX1 inh
25	N#Cc1c(N)n[nH]c1CCCN	-1%	5%	4%	-31%[59 µM]	11%
26	O=C(NCCN1CCOCC1)c1cc(-c2ccc(Br)cc2)on1	-14%	-8%	-7%	?	8%
27	CCc1nc2sc3ccccc3c(=O)c2c(=O)n1CCOC	-2%	-3%	-11%	-34%[59 µM]	14%
28	CCOc1ccc(NC(=S)NCc2nc3ccccc3[nH]2)cc1	-25%	-22%	-13%	45%[59 µM]	13%
29	Cn1cccc1C(=O)C(=O)Nc1cccc(Cl)c1Cl	2%	5%	-5%	0%	-12%
30	CCOC(=O)Cc1csc(NC(=O)c2ccc(C)o2)n1	-25%	-13%	-13%	?	-1%
31	Cc1ccc(-c2csc(N(CCc3ccccc3)C(=O)COc3ccccc3)n2)cc1	11%	5%	-8%	0%[0.0925 µM]	11%
32	CC1CCCN(c2nc(NCc3ccco3)nc(N)c2[N+](=O)[O-])C1 (stereo not given)	?	50µM*	-26%	?	30%[activator]
33	O=C(Cn1c(=O)nc(-c2ccccc2)c2ccccc21)Nc1cccc(C(F)(F)F)c1	-23%	-17%	-11%	32%[59 µM]	.
34	Cc1cc(C)cc(-n2ncc3c2CCCC3NC(=O)C2CCC2)c1 (stereo not given)	-15%	-1%	-16%	?	22%
35	CCCC(=O)Nc1cc(-c2nn(C)c(=O)c3ccccc23)ccc1N1CCOCC1	-4%	3%	-4%	18%	1%
36	COc1cc(CNc2ccc3[nH]c(=O)[nH]c3c2)cc(Cl)c1OCc1ccccc1F	-28%	-16%	-1%	-28%[59 µM]	.

no.	BLM inh	Pol beta inh	POLK inh	POLI inh
25	-13%	21%	-16%	17%
26	0%	59%	0%	-2%[58.9 µM]
27	0%	32%	1%	-1%
28	-7%	3%	0%	-1%
29	2%	19%	-1%	21%
30	-2%	0%	0%	28%
31	-4%	-15%	-17%	15%
32	0%	19%	-12%	0%
33	1%	9%	-12%[60.1 µM]	6%
34	-2%	-3%	-5%	28%
35	1%	0%	-14%	0%
36	-5%	3%	-7%	-11%

Entries of single compounds as entered above. Screens in order: JMJD2A Tudor, BAZ2B inh, POLH inh, G9a block, APEX1 inh, BLM inh, Pol beta inh, POLK inh, POLI inh
Results for N#Cc1c(N)n[nH]c1CCCN = -1%, 5%, 4%, -31%[59 µM], 11%, -13%, 21%, -16%, 17%
Results for COc1cc(CNc2ccc3[nH]c(=O)[nH]c3c2)cc(Cl)c1OCc1ccccc1F = -28%, -16%, -1%, -28%[59 µM], ., -5%, 3%, -7%, -11%

Values in list order from above:
Entries 26–35 in POLK inh read 0%, 1%, 0%, -1%, 0%, -17%, -12%, -12%[60.1 µM], -5%, -14%
Entries 26–35 in BLM inh read 0%, 0%, -7%, 2%, -2%, -4%, 0%, 1%, -2%, 1%
Entries 26–35 in G9a block read ?, -34%[59 µM], 45%[59 µM], 0%, ?, 0%[0.0925 µM], ?, 32%[59 µM], ?, 18%

(list continues)
no.	Molecule	JMJD2A Tudor	BAZ2B inh	POLH inh	G9a block	APEX1 inh
37	COc1ccc(-c2nc(C(N)=O)c3[nH]c(=O)n(-c4cccc(Cl)c4)c3n2)cc1OC	-13%	0%	5%	58%[activator][59 µM]	3%
38	O=C(O)c1ccc(Nc2ccc(F)c(F)c2)c([N+](=O)[O-])c1	-13%	-26%	-13%	31%[0.501 µM]	-8%
39	CC(C)(C)C1CCC(=NNC(=O)CN(c2ccccc2)S(C)(=O)=O)CC1 (stereo not given)	-6%	-6%	-11%	?	3%
40	COc1ccc2[nH]c3c(=O)n(CCCCC(=O)N4CCCC4)c(=S)[nH]c3c2c1	3.5µM*	-2%	-11%	2.2µM*	-5%
41	Cc1ccc(-n2nc3c(c2NC(=O)c2ccco2)CS(=O)C3)cc1 (stereo not given)	-12%	14%	-14%	9%	63%[activator]
42	COc1cccc(-c2nc(CSCC(=O)N3CCc4ccccc43)c(C)o2)c1	-10%	26%	2%	6%[59 µM]	-1%

no.	BLM inh	Pol beta inh	POLK inh	POLI inh
37	-2%	-4%	-8%	-22%
38	-1%	2%	-2%	80%[activator]
39	0%	21%	-17%	14%
40	-13%	?	13%	12%
41	-1%	-1%	-3%	1%
42	-5%	-1%	-9%	5%
